Screening data from PubChem.
T cruzi intra: blocks T. cruzi growth inside host cells; intracellular Trypanosoma cruzi in host cells, plate reader; activity score (inhibition), % at 5.01 µM; 4.9% of 22,000 active; in the data active means activity score above about 55%; inconclusive means no clear call, values can overlap the other calls;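 further: parasites and compound incubated about four days before reading; 0% = median of neutral control wells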
INS-1E ATP HTS: preserves ATP levels in cytokine-treated INS-1E cells; 0.1% of 20,000 active; AID 488910; INS-1E cytokine-induced death, ATP luminescence, 48 h; normalised: neutral wells 0, positive control 100; protection from cytokine-induced ATP loss, % at 10 µM;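 active means mean replicate protection from cytokine-induced ATP loss at least 50% and at least 75% of replicates each reaching 50%; inconclusive means meets only one of the two criteria, mean or replicate share; inactive means fails both the mean and replicate share criteria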
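Assay system: INS-1E rat cells / Quantity: 8000 cells per well / Medium: RPMI without phenol red, 5% FBS / Probe or stimulus: three-cytokine cocktail (IFN-γ, TNF-α, IL-1β) / Dosing: one compound concentration, pin transfer / Timing: 48 h co-treatment, 10 min post-lysis read / Technique: CellTiter-Glo luminescence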
* marks the source's active call; other numbers are inactive results; ? = inconclusive; . = not tested or not shown.

mol | T cruzi intra | INS-1E ATP HTS
CC(C)NC(=O)Nc1cccc2c1O[C@H](CN(C)Cc1ccc(-c3ccccc3)cc1)[C@H](C)CN([C@@H](C)CO)C2=O | 24 | -28
Cc1ccc(S(=O)(=O)Nc2cccc3c2O[C@H](CN(C)S(=O)(=O)c2ccc(C)cc2)[C@@H](C)CN([C@@H](C)CO)C3=O)cc1 | -9 | 2
C[C@H]1CN([C@@H](C)CO)C(=O)Cc2cc(NC(=O)Nc3ccc4c(c3)OCO4)ccc2O[C@H]1CN(C)CC1CC1 | . | 0
C[C@H](CO)N1C[C@H](C)[C@H](CN(C)Cc2ccc(C(=O)Nc3ccccc3N)cc2)Oc2ccc(NS(C)(=O)=O)cc2C1=O | 16 | -8
C[C@@H]1CN([C@H](C)CO)C(=O)c2cccc(NC(=O)c3ccncc3)c2O[C@H]1CN(C)Cc1ccccc1 | 80* | 10
C[C@H](CO)N1C[C@H](C)[C@@H](CN(C)S(=O)(=O)c2ccccc2)Oc2c(NC(=O)c3ccc(-c4nccs4)cc3)cccc2C1=O | 20 | 5
O=C(CCCCCCC(=O)Nc1ccccc1O)N/N=C/c1cccc(OCCO)c1 | -1 | -11
COc1ccc(NC(=O)N(C)C[C@@H]2Oc3ccc(NS(=O)(=O)c4ccc(Cl)cc4)cc3CC(=O)N([C@@H](C)CO)C[C@@H]2C)cc1 | -7 | -2
COc1ccc(NC(=O)N(C)C[C@@H]2Oc3ccc(NC(=O)Cc4ccccc4)cc3C(=O)N([C@H](C)CO)C[C@H]2C)cc1 | -1 | 4
COc1ccc(NC(=O)N(C)C[C@H]2Oc3ccc(NS(=O)(=O)c4c(C)noc4C)cc3C(=O)N([C@H](C)CO)C[C@H]2C)cc1 | -2 | -10
COc1ccc(NC(=O)N(C)C[C@H]2Oc3ccc(NC(=O)CCC(F)(F)F)cc3CC(=O)N([C@@H](C)CO)C[C@@H]2C)cc1 | -13 | 1
COc1ccc(NC(=O)Nc2ccc3c(c2)C(=O)N([C@@H](C)CO)C[C@H](C)[C@H](CN(C)C(=O)Nc2ccc4c(c2)OCO4)O3)cc1 | -9 | 7

Two records picked at random from those above:
mol | T cruzi intra | INS-1E ATP HTS
C[C@H](CO)N1C[C@H](C)[C@H](CN(C)Cc2ccc(C(=O)Nc3ccccc3N)cc2)Oc2ccc(NS(C)(=O)=O)cc2C1=O | 16 | -8
C[C@@H]1CN([C@H](C)CO)C(=O)c2cccc(NC(=O)c3ccncc3)c2O[C@H]1CN(C)Cc1ccccc1 | 80* | 10

(listing goes on)
mol | T cruzi intra | INS-1E ATP HTS
C[C@H](CO)N1C[C@H](C)[C@H](CN(C)C(=O)C2CCCCC2)OCc2cnnn2CCCC1=O | -5 | 10
C[C@H]1CN([C@@H](C)CO)C(=O)CCCn2nncc2CO[C@@H]1CN(C)C(=O)c1ccncc1 | -26 | .
C[C@@H]1CN([C@@H](C)CO)C(=O)Cc2cc(NS(=O)(=O)c3cn(C)cn3)ccc2O[C@@H]1CN(C)C(=O)Nc1ccc(C(F)(F)F)cc1 | -10 | 1
C[C@H]1CN([C@@H](C)CO)C(=O)c2cccc(NS(C)(=O)=O)c2O[C@H]1CN(C)S(=O)(=O)c1cccs1 | -20 | 15
CCOc1cc(/C=N/NC(=O)c2cccc(C(=O)NO)c2)ccc1O | -1 | -2
CC(C)NC(=O)Nc1ccc2c(c1)CC(=O)N([C@@H](C)CO)C[C@H](C)[C@H](CN(C)C(=O)Nc1ccc(C(F)(F)F)cc1)O2 | -6 | -5
Cc1noc(C)c1S(=O)(=O)Nc1ccc2c(c1)CC(=O)N([C@H](C)CO)C[C@@H](C)[C@@H](CN(C)S(=O)(=O)c1ccc(Cl)cc1)O2 | 46 | -5
C[C@@H]1CCCCO[C@H](CN(C)Cc2ccc(C(=O)Nc3ccccc3N)cc2)[C@@H](C)CN([C@H](C)CO)C(=O)c2cc(NS(C)(=O)=O)ccc2O1 | -12 | -10
C[C@H](CO)N1C[C@H](C)[C@@H](CN(C)C(=O)Nc2ccccc2)Oc2ccc(N(C)C)cc2C1=O | 10 | 1
C[C@H](CO)N1C[C@H](C)[C@@H](CN(C)C(=O)NC2CCCCC2)Oc2ccc(NC(=O)C3CCCCC3)cc2C1=O | -15 | -2
Cc1noc(C)c1NC(=O)Nc1ccc2c(c1)C(=O)N([C@H](C)CO)C[C@H](C)[C@H](CN(C)S(=O)(=O)c1ccccc1)O2 | -3 | .
C[C@@H]1CN([C@@H](C)CO)C(=O)c2cccc(NC(=O)C3CC3)c2O[C@@H]1CN(C)CC1CC1 | -23 | 1

Next part:
mol | T cruzi intra | INS-1E ATP HTS
C[C@H](CO)N1C[C@H](C)[C@H](CN(C)C(=O)Nc2ccccc2)Oc2ccc(NC(=O)CCC(F)(F)F)cc2C1=O | -5 | -8
C[C@@H]1CN([C@H](C)CO)C(=O)Cc2cc(NC(=O)Cc3cn(C)c4ccccc34)ccc2O[C@H]1CN(C)C(=O)Nc1ccc(C(F)(F)F)cc1 | 6 | -12
Cc1noc(C)c1NC(=O)N(C)C[C@@H]1Oc2c(NC(=O)c3ccncc3)cccc2C(=O)N([C@@H](C)CO)C[C@@H]1C | -13 | 5
CC(C)=CCC[C@H](C)C/C=N/NC(=O)CCCCCC(=O)O | -16 | 0
C[C@@H]1CN([C@H](C)CO)C(=O)c2cc(NC(=O)Nc3ccc(F)cc3)ccc2O[C@@H]1CN(C)C(=O)Nc1ccccc1 | -10 | -10
CC(C)NC(=O)N(C)C[C@@H]1Oc2c(NS(=O)(=O)c3cn(C)cn3)cccc2C(=O)N([C@@H](C)CO)C[C@H]1C | 3 | 5
C[C@H](CO)N1C[C@H](C)[C@H](CN(C)Cc2ccccc2C(F)(F)F)OCc2cnnn2CCCC1=O | 12 | .
Cc1noc(C)c1S(=O)(=O)Nc1ccc2c(c1)CC(=O)N([C@H](C)CO)C[C@@H](C)[C@H](CN(C)C)O2 | -32 | 13
Cc1noc(C)c1S(=O)(=O)Nc1cccc2c1O[C@H](CN(C)Cc1ccc(Oc3ccccc3)cc1)[C@H](C)CN([C@H](C)CO)C2=O | -8 | -2
COc1ccc(S(=O)(=O)Nc2cccc3c2O[C@H](CN(C)C(=O)Nc2ccc4c(c2)OCO4)[C@@H](C)CN([C@H](C)CO)C3=O)cc1 | -19 | 7
COc1ccc(NC(=O)N(C)C[C@H]2Oc3ccc(NC(=O)Cc4cn(C)c5ccccc45)cc3CC(=O)N([C@@H](C)CO)C[C@H]2C)cc1 | 4 | 13
C[C@H]1CN([C@@H](C)CO)C(=O)c2cc(NC(=O)Nc3ccc(F)cc3)ccc2O[C@@H]1CN(C)S(C)(=O)=O | -8 | 1

The list continues:
SMILES,T cruzi intra,INS-1E ATP HTS
C[C@@H]1CN([C@@H](C)CO)C(=O)Cc2cc(NS(C)(=O)=O)ccc2O[C@@H]1CN(C)Cc1ccncc1,-26,7
CC(C)NC(=O)Nc1cccc2c1O[C@H](CN(C)Cc1ccccc1)[C@H](C)CN([C@@H](C)CO)C2=O,-36,3
Cc1noc(C)c1S(=O)(=O)N(C)C[C@@H]1Oc2ccc(N(C)C)cc2CC(=O)N([C@H](C)CO)C[C@@H]1C,-8,7
C[C@@H]1CN([C@H](C)CO)C(=O)c2cccc(NC(=O)Nc3ccc(C(F)(F)F)cc3)c2O[C@@H]1CN(C)S(=O)(=O)c1cn(C)cn1,-14,3
C[C@@H]1CN([C@@H](C)CO)C(=O)c2cccc(N(C)C)c2O[C@@H]1CN(C)C(=O)Nc1ccc2c(c1)OCO2,4,3
CC(C)NC(=O)Nc1ccc2c(c1)CC(=O)N([C@H](C)CO)C[C@H](C)[C@H](CN(C)C(=O)Nc1cccc3ccccc13)O2,-15,6
C[C@H]1CN([C@@H](C)CO)C(=O)CCCn2nncc2CO[C@H]1CN(C)C(=O)c1ccccc1,2,.
C[C@@H]1CN([C@H](C)CO)C(=O)c2cc(NC(=O)Nc3ccc(C(F)(F)F)cc3)ccc2O[C@@H]1CN(C)C(=O)Nc1ccc(C(F)(F)F)cc1,41,-15
C[C@@H]1CN([C@@H](C)CO)C(=O)c2cc(NS(=O)(=O)c3ccc(Cl)cc3)ccc2O[C@@H]1CN(C)S(C)(=O)=O,-2,-7
CNC[C@H]1Oc2ccc(NC(=O)NC3CCCCC3)cc2CC(=O)N([C@H](C)CO)C[C@H]1C,-20,1
Cc1noc(C)c1NC(=O)Nc1cccc2c1O[C@@H](CN(C)S(=O)(=O)c1ccccc1)[C@H](C)CN([C@@H](C)CO)C2=O,-20,6
C[C@H](CO)N1C[C@H](C)[C@H](CN(C)C)Oc2ccc(NS(=O)(=O)c3ccccc3)cc2C1=O,-11,6

Remaining list, next part
SMILES,T cruzi intra,INS-1E ATP HTS
C[C@H]1CN([C@@H](C)CO)C(=O)Cc2cc(NC(=O)Nc3ccccc3)ccc2O[C@H]1CN(C)Cc1ccc(C(=O)Nc2ccccc2N)cc1,69*,12
C[C@H](CO)N1C[C@H](C)[C@@H](CN(C)S(=O)(=O)c2cn(C)cn2)Oc2c(NC(=O)C3CC3)cccc2C1=O,-24,6
C[C@@H]1CN([C@@H](C)CO)C(=O)c2cccc(NC(=O)c3cnccn3)c2O[C@@H]1CN(C)Cc1ccc2c(c1)OCO2,-11,-15
COc1ccc(S(=O)(=O)N(C)C[C@@H]2OCCCC[C@@H](C)Oc3ccc(NC(=O)NC(C)C)cc3C(=O)N([C@H](C)CO)C[C@@H]2C)cc1,-19,11
C[C@H](CO)N1C[C@H](C)[C@H](CN(C)C(=O)Nc2cccc3ccccc23)Oc2c(NC(=O)C3CCOCC3)cccc2C1=O,-10,5
O=C(NO)c1ccc(C(=O)N/N=C/c2ccccn2)cc1,-19,3
C[C@@H]1CN([C@H](C)CO)C(=O)Cc2cc(NC(=O)CCCCCC(=O)Nc3ccccc3N)ccc2O[C@H]1CN(C)Cc1ccncc1,-14,12
C[C@@H]1CN([C@H](C)CO)C(=O)c2cc(NC(=O)Cc3cn(C)c4ccccc34)ccc2O[C@@H]1CN(C)C,-6,4
Cc1ccc(S(=O)(=O)N(C)C[C@@H]2OCCCC[C@@H](C)Oc3ccc(NS(=O)(=O)c4cn(C)cn4)cc3C(=O)N([C@H](C)CO)C[C@@H]2C)cc1,-14,19
C[C@H]1CN([C@@H](C)CO)C(=O)Cc2cc(NC(=O)Nc3ccc(F)cc3)ccc2O[C@@H]1CN(C)Cc1ccc(Cl)c(Cl)c1,?,-46
C[C@H](CO)N1C[C@H](C)[C@H](CN(C)C(=O)Nc2ccc3c(c2)OCO3)Oc2c(NS(C)(=O)=O)cccc2C1=O,-14,1
Cc1ccc(S(=O)(=O)N(C)C[C@@H]2Oc3ccc(NC(=O)CCCCCC(=O)Nc4ccccc4N)cc3CC(=O)N([C@H](C)CO)C[C@H]2C)cc1,-23,1

(cont.)
SMILES,T cruzi intra,INS-1E ATP HTS
O=C(N/N=C/c1ccc(O)cc1Br)c1ccccn1,-7,12
COc1ccc(S(=O)(=O)Nc2ccc3c(c2)C(=O)N([C@H](C)CO)C[C@H](C)[C@H](CN(C)Cc2ccc(-c4ccccc4)cc2)O3)cc1,19,-8
C[C@H](CO)N1C[C@H](C)[C@H](CN(C)C(=O)Nc2ccc(C(F)(F)F)cc2)Oc2c(NC(=O)Nc3ccc(C(F)(F)F)cc3)cccc2C1=O,78*,-106
Cc1ccc(S(=O)(=O)Nc2ccc3c(c2)CC(=O)N([C@H](C)CO)C[C@@H](C)[C@H](CN(C)Cc2ccncc2)O3)cc1,-20,10
Cc1cc(C(=O)Nc2cccc3c2O[C@H](CN(C)S(=O)(=O)c2ccccc2)[C@@H](C)CN([C@H](C)CO)C3=O)n(C)n1,-9,12
C[C@@H]1CN([C@H](C)CO)C(=O)c2cc(NC(=O)NC3CCCCC3)ccc2O[C@@H]1CN(C)C(=O)Nc1ccccc1,-39,7
O=C(N/N=C/c1ccc(-c2ccccc2)c(F)c1)c1ccccn1,-18,-37
C[C@H]1CN([C@@H](C)CO)C(=O)Cc2cc(NC(=O)CCC(F)(F)F)ccc2O[C@H]1CN(C)Cc1ccc(Cl)c(Cl)c1,31,0
Cc1ccccc1CN(C)C[C@@H]1OCc2cnnn2CCCC(=O)N([C@H](C)CO)C[C@H]1C,-1,.
Cc1ccc(S(=O)(=O)N(C)C[C@@H]2Oc3c(NS(=O)(=O)c4cccs4)cccc3C(=O)N([C@@H](C)CO)C[C@@H]2C)cc1,22,-2
Cc1noc(C)c1NC(=O)Nc1ccc2c(c1)C(=O)N([C@H](C)CO)C[C@@H](C)[C@@H](CN(C)C(=O)Nc1ccc(C(F)(F)F)cc1)O2,-7,7
Cc1noc(C)c1NC(=O)Nc1ccc2c(c1)CC(=O)N([C@H](C)CO)C[C@@H](C)[C@@H](CN(C)Cc1ccc(-c3ccccc3)cc1)O2,-36,-6
Cc1noc(C)c1NC(=O)Nc1cccc2c1O[C@H](CN(C)Cc1ccccc1)[C@@H](C)CN([C@H](C)CO)C2=O,20,2

Compound profiles, from the list above:
Shown for C[C@H](CO)N1C[C@H](C)[C@H](CN(C)C(=O)Nc2ccc(C(F)(F)F)cc2)Oc2c(NC(=O)Nc3ccc(C(F)(F)F)cc3)cccc2C1=O → T cruzi intra: 78*; INS-1E ATP HTS: -106
Shown for C[C@H]1CN([C@@H](C)CO)C(=O)Cc2cc(NC(=O)CCC(F)(F)F)ccc2O[C@H]1CN(C)Cc1ccc(Cl)c(Cl)c1 → T cruzi intra: 31; INS-1E ATP HTS: 0
Shown for Cc1ccc(S(=O)(=O)N(C)C[C@@H]2Oc3c(NS(=O)(=O)c4cccs4)cccc3C(=O)N([C@@H](C)CO)C[C@@H]2C)cc1 → T cruzi intra: 22; INS-1E ATP HTS: -2

Not all compounds are listed; rates above refer to the full screens.
